LDHA block = qHTS assay for inhibitors of human lactate dehydrogenase; L-lactate dehydrogenase A chain (Homo sapiens), P00338; hit rate 0.15% among 480,000; purified LDHA, NADH/diaphorase-resazurin fluorescence; active compounds read low; activity change, % (values are at about 110 or 230 µM); in the data active = activity change below about -30%; inconclusive = mostly about -25% to -30%;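 note: plate controls were DMSO wells for no effect and wells without enzyme for full effect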
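Enzyme activity of human lactate dehydrogenase 5 (2 nM; 0.06 mM NADH, 0.2 mM pyruvate, 5 min, RT) is measured via a resazurin/diaphorase fluorescence readout of residual NADH.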
Vif-APOBEC3F blk = qHTS for Inhibitors of Vif-A3F Interactions: qHTS. HeLa A3F-eYFP + Vif (tagged APOBEC3F with the HIV-1 protein that degrades it), YFP fluorescence increase. Potency, µM (series often up to 46.1 µM), for the others: at the top dose activity, negative = active. hit rate 0.2% among 390,000; note: potency is the fitted concentration of half-maximal effect; % of control where 0% means no effect; nearly all actives have a fitted effect of over 65% in size
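HeLa cells stably expressing Vif plus C-terminally eYFP-tagged A3F were seeded, incubated overnight at 37 deg C, dosed with compound, incubated overnight again at 37 deg C. Yellow fluorescence (Ex 488/Em 500-530) reported blocked Vif-mediated A3F-eYFP degradation.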
RXFP1 agonist = qHTS Assay for Agonists of the Relaxin Receptor RXFP1; HEK293T-RXFP1 cAMP TR-FRET, 30 min; response scale: percent of porcine relaxin response, buffer zero; Potency, µM (doses to about 57.5 µM), for the others: at the highest dose activation, actives largely listed as activators; hit rate 0.3% among 370,000; note: potency is the fitted concentration of half-maximal effect; % is set by controls: 0 for no effect and ±100 for the full control effect; nearly all actives have a fitted effect of over 60% in size; many of its hits are not listed in these tables
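Agonist response is measured as cAMP accumulation in an RXFP1-transfected HEK293T line under PDE4 inhibition. Values are scaled between buffer-only and 29 nM porcine relaxin, and EC50s come from standard Hill equation fits.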
USP1-UAF1 inh = Inhibitors of USP1/UAF1: Primary Screen. recombinant USP1/UAF1, Ub-Rhodamine cleavage fluorescence. Potency, µM (titrated, usually from 57.1 µM), for the others: top-dose activity change, negative = inhibition, actives largely listed as inhibitors. hit rate 0.23% among 390,000. AID 743255, 2014; note: potency is the fitted concentration of half-maximal effect; % is set by controls: 0 for no effect and ±100 for the full control effect; nearly all actives have a fitted effect of over 60% in size; inactives centre near -12
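USP1/UAF1 complex (1 nM) preincubated 15 min at room temperature with compound, then Ub-Rho substrate (150 nM final) added. Kinetic fluorescence at 480/540 nm over 6 reads at 60 s intervals; 50 mM HEPES pH 7.8, 0.5 mM EDTA, 0.1 mg/ml BSA, 1 mM TCEP, 0.01% Tween-20.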
GRP78 ERSR act = qHTS for Inducers of the Endoplasmic Reticulum Stress Response (ERSR) in Human Glioma: qHTS. U87-MG GRP78 promoter luciferase reporter, 16 h. Potency, µM, without a hit: at the highest dose activation, most hits filed as activators. hit rate 0.02% among 420,000. AID 602332, 2012; note: potency is the fitted concentration of half-maximal effect; series mostly up to about 76 µM; % of control where 0% means no effect; nearly all actives have a fitted effect of over 35% in size
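ERSR induction read as luciferase luminescence (Bright-Glo, 10 min at room temperature) in stably transfected human U87-MG glioma cells exposed to compounds for 16 h, using GRP78 as sensor.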
TrxR1 substrate = qHTS Assay for Substrates of Mammalian Selenoprotein Thioredoxin Reductase 1 (TrxR1): qHTS | purified TrxR1 substrate turnover, NADPH consumption readout | AID 588456, 2011 | Potency, µM (top dose mostly 114 µM), for inactives: at the highest dose activity change, negative = substrate turnover | hit rate 0.01% among 390,000 | Thioredoxin reductase 1, cytoplasmic (Rattus norvegicus), O89049; note: potency is the fitted concentration of half-maximal effect; % is set by controls: 0 for no effect and ±100 for the full control effect; nearly all actives have a fitted effect of over 50% in size
Target sequence (O89049 whole entry, looked up): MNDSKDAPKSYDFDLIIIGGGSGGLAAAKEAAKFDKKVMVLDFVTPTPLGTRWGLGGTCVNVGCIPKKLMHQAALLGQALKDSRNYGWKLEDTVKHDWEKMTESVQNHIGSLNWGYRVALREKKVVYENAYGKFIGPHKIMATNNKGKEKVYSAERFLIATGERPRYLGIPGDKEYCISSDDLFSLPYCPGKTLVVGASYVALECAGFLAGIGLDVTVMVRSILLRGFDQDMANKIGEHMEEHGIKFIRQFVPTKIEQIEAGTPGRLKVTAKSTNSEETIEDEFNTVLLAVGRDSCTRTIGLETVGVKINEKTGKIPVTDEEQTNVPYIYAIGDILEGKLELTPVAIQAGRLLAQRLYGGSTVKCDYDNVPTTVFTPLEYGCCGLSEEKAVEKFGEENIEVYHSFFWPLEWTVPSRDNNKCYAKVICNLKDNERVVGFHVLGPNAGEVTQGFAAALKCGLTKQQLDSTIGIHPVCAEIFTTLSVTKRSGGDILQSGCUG
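Rat TrxR1, dispensed at 90 nM, was prereduced with 400 uM NADPH (final) for 5 min at ~22 deg C, then incubated with compound 15 min before 400 uM selenite. A first-read NADPH fluorescence drop versus no-compound background flagged substrates.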
PI4K2A block = qHTS for small molecular inhibitors of PI4K2A; Phosphatidylinositol 4-kinase type 2-alpha (Homo sapiens), Q9BTU6; purified PI4K2A, ADP-Glo luminescence, 1 h; active compounds read low; activity change, negative = inhibition, % at 76.9 µM; hit rate 0.13% among 420,000; in the data active = activity change below about -50%; inconclusive = mostly about -30% to -49%;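 note: -100% = wells without enzyme as full effect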
Target sequence (Q9BTU6 whole entry, looked up): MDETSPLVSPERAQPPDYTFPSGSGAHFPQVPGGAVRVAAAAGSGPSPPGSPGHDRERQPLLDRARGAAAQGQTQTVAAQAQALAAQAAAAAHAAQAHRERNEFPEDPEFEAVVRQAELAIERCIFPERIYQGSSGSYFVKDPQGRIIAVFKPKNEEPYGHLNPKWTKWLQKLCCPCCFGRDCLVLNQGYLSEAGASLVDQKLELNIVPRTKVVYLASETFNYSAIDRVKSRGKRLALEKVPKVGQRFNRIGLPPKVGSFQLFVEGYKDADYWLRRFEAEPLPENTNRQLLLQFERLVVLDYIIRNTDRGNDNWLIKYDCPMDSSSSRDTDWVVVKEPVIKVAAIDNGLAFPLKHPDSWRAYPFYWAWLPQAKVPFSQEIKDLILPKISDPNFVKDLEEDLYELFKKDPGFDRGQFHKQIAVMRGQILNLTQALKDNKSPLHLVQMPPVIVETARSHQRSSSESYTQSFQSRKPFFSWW
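ADP-Glo luminescence measured ADP generated by PI4K2A enzyme (4 ug/mL before mixing) with 1.2 mM PI substrate (pre-mix) and 300 microM ATP (pre-mix). Tris pH7.5 buffer with MgCl2, Triton X-100; 1 h reaction at ambient temperature.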
IDH1 R132H inh = qHTS for Inhibitors of mutant isocitrate dehydrogenase 1 (IDH1): qHTS. AID 602179, 2012. IDH1-R132H enzyme, NADPH consumption, diaphorase/resazurin fluorescence. Isocitrate dehydrogenase [NADP] cytoplasmic (Homo sapiens), O75874. hit rate 0.093% among 390,000. Potency, µM (series often up to 76.6 µM), inactives show top-dose activity change, negative = inhibition, hits mostly inhibitors; note: potency is the fitted concentration of half-maximal effect; % is set by controls: 0 for no effect and ±100 for the full control effect; nearly all actives have a fitted effect of over 65% in size
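IDH1-R132H (0.5 ug/mL) preincubated 30 min with compound, then NADPH (0.016 mM) and alpha-KG (2 mM) added; 80 min at RT, pH 7.5. Remaining NADPH coupled via diaphorase/resazurin to fluorescence (540/590 nm); concentration-response curves normalized to no-enzyme control.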
Vif-A3G inh = qHTS for Inhibitors of Vif-A3G Interactions: qHTS; HeLa A3G-eYFP + Vif (tagged APOBEC3G with the HIV-1 protein that degrades it), YFP fluorescence, overnight; Potency, µM (titrated, usually from 46.1 µM), for inactives: top-dose activity, negative = active, most hits filed as inhibitors; hit rate 0.076% among 410,000; AID 602310, 2012;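 note: potency is the fitted concentration of half-maximal effect; % is set by controls: 0 for no effect and ±100 for the full control effect; nearly all actives have a fitted effect of over 60% in size; hits raise eYFP signal because A3G escapes Vif-driven loss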
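HeLa cells stably expressing Vif and C-terminally eYFP-tagged A3G, seeded overnight at 37 deg C, then exposed to compound by pintool overnight at 37 deg C. Rise in yellow fluorescence (Ex 488/Em 500-530, Acumen) marks blocked Vif-driven A3G degradation.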
Active calls of the source: *; ? = inconclusive; / = not tested or not shown; & = joins results of further samples; [ ] = remark or other dose. Unless noted, calls come from the whole dose curve; as a rule, active = well fitted curve in the direction sought with a large enough effect; inconclusive = small, poorly fitted or top-dose-only effect, or another doubt; inactive = no such curve, though single readings can be large; an effect the other way counts as inactive or inconclusive. The list is partial (hit frequency here may not be typical).

Every second line gives: LDHA block	Vif-APOBEC3F blk	RXFP1 agonist	USP1-UAF1 inh	GRP78 ERSR act	TrxR1 substrate	PI4K2A block	IDH1 R132H inh	Vif-A3G inh
COc1ccc(C(=O)NCC(c2ccc(F)cc2)N2CCOCC2)cc1S(=O)(=O)N1CCCC1 (configuration not stated)
    0	-12%	-0.5%	-12%	-2%	1%	-5	2%	1%
Cc1ccc(NC(=O)CSc2nnc(CNC(=O)c3ccccc3F)o2)cc1Cl
    -4	-7%	-0.1%	-12%	-4%	-2%	1	3%	0%
CCC(=O)N1CCN(c2ccccc2NC(=O)COc2cccc(C)c2C)CC1
    -5	-27%	1.7%	-16%	-3%	-9%	-8	-17%	-1%
Cc1ccsc1C(=O)OCC(=O)Nc1c(C)n(C)n(-c2ccccc2)c1=O
    -13	2%	2.5%	-11%	-1%	-10%	0	8%	-6%
CC(NC(=O)c1cc(F)c(F)c(F)c1F)c1ccc(-n2ccnc2)cc1 (configuration not stated)
    0	-11%	5.1%	-22%	-4%	1%	-3	8%	-1%
Cc1ccc(OCCCCNC(C)(C)C)c([N+](=O)[O-])c1
    -22	6%	-3.2%	4%	-4%	-8%	3	5%	0%
COc1cc2c(cc1OC)n(CC(=O)c1ccc(C)cc1C)c(=O)n1nc(CCn3nc(C)cc3C)nc21
    -9	-6%	5.0%	-17%	-1%	-5%[57.1 µM]	1	-17%	7%
COc1cccc(CC(=O)OCC(=O)Nc2nnc(-c3ccccc3)o2)c1
    0	?	0.7%	0%	-6%	-1%	6	-8%	1%
CCS(=O)(=O)N1CCC(C(=O)NCC2CCCO2)CC1 (configuration not stated)
    -8	-11%	5.4%	5%	-2%	2%[57.1 µM]	-11	11%	0%
O=C(Nn1cnnc1)c1ccc(Cl)cc1[N+](=O)[O-]
    1	0%	-4.0%	-13%	-3%	2%	1	-6%	-12%
CCOC(=O)c1cccnc1SCc1cc(=O)n2ccccc2n1
    -7	0%	12%	-13%	1%	5%	1	3%	-1%
CC1(C)CC(=O)C=C(Nc2ccc3c(c2)CCC3)C1
    -15	-2%	2.3%	-22%	2%	-3%	-4	-3%	-2%
CC(=O)Nc1cccc(C(=O)NC(C)c2ccc(-n3ccnc3)cc2)c1 (configuration not stated)
    -10	0%	3.0%	-2%	3%	1%	-3	0%	0%
Cc1ccc(S(=O)(=O)CC(O)COc2ccccc2C#N)cc1 (configuration not stated)
    -6	11%	3.9%	-1%	-2%	-5%	1	2%	1%
CC(C)C(NS(=O)(=O)c1ccc2c(c1)OCCO2)C(=O)NCCc1ccccn1 (configuration not stated)
    -3	-6%	0.0%	-3%	1%	10%[57.1 µM]	-2	7%	1%
Cc1cc(C)n(-c2nc3c(c(=O)n(C)c(=O)n3C)n2CCO)n1
    14&-6	-2%	7.1%	-10%	-4%	-10%	2	2%	3%
COC(=O)C1=C(C)N(C)C(C)=C(C(=O)OC)C1c1ccccc1C
    -1	-1%	-0.7%	-13%	-1%	9%	4	2%	-11%
CC(=O)Oc1ccc(C(=O)NCc2ccc3c(c2)OCO3)cc1
    -4	1%	1.2%	-19%	-1%	9%	-2	5%	0%
O=C(O)c1cc(=O)n(Cc2ccccc2)c(=O)[nH]1
    -5	-11%	-3.8%	-9%	-2%	7%[57.1 µM]	1	2%	2%
CCCNC(=O)NCCc1ccncc1
    -2	-1%	3.0%	-15%	-1%	7%[57.1 µM]	2	0%	2%
Fc1ccccc1COc1ccc(Br)cc1CNCc1ccncc1
    1	-3%	-0.4%	0%	-13%	10%[57.1 µM]	-3	12%	-5%
Cn1c(=O)[nH]c2cc(-c3noc(-c4cccc(Cl)c4)n3)ccc21
    -2	3%	1.3%	-9%	0%	8%[57.1 µM]	2	5%	-2%
O=C(Nc1sc2c(c1C(=O)O)CCC2)c1ccc(F)cc1
    -7	?	0.7%	-20%	7%	3%[57.1 µM]	-7	37%[activator]	2%
Cc1ccc2c(c1)N(CC(=O)N1CCC(O)CC1)C(=O)CO2
    -4	2%	-2.1%	0%	-3%	1%	1	17%	-1%
COc1ccc(N(CC(=O)NCc2ccco2)S(C)(=O)=O)c(OC)c1
    -3	1%	1.5%	-11%	-4%	-1%	-1	16%	3%
C[C@@H](OC(=O)c1[nH]cnc1C(=O)NCc1ccc(CNC(=O)OC(C)(C)C)cc1)c1ccccc1
    5	9%	/	-24%	-3%	0%[57.1 µM]	5	-6%	0%
Cc1ccc(Cl)cc1NC(=O)C1CCCN1S(=O)(=O)c1ccc(-c2ccc(=O)[nH]n2)s1 (configuration not stated)
    2	13%	0.4%	-25%	-1%	5%	4	4%	-21%
CSCc1ccc(C(=O)NCCSc2ccc(Br)cc2)cc1
    5	-9%	-2.6%	-13%	4%	-18%	2	3%	1%
CCCCn1cnc2c(=O)[nH]c(N)nc21
    -1	/	/	/	-2%	13%	/	/	0%
COc1ccc(CCC2=NCCN2C(CC(C)C)c2nc3ccccc3[nH]2)cc1 (configuration not stated)
    -5	/	/	/	-3%	/	4	/	-3%
O=C(CN1CCC(NC(=O)c2ccc(Br)cc2)CC1)NCc1cccs1
    -5	1%	0.3%	-10%	-5%	1%	0	-7%	2%
O=C(Cn1c(=O)n(CC2CCCO2)c(=O)c2ccccc21)Nc1cccc(Cl)c1 (configuration not stated)
    -1	0%	3.2%	-21%	-4%	5%	1	2%	-4%
COc1ccc(N2C(=O)CC(Sc3n[nH]c(-c4cccc(C)c4)n3)C2=O)cc1 (configuration not stated)
    -2	-25%	-1.9%	-13%	-2%	18%[57.1 µM]	-5	3%	-1%
COc1cc2[nH]c(=O)n(CCC(=O)N3CCN(Cc4ccc5c(c4)OCO5)CC3)c(=O)c2cc1OC
    1	-9%	-2.6%	-16%	0%	11%	-3	8%	1%
Cc1cccc(N2CCN(C(c3ccccc3)c3nnnn3C(C)(C)C)CC2)c1C (configuration not stated)
    -10	-1%	2.4%	-18%	-3%	1%	4	0%	-3%
Cc1cccc2c1CCCC2=O
    1	1%	/	-22%	1%	-5%[57.1 µM]	-3	8%	-2%
Nc1nonc1-n1nnc(C(=O)N/N=C/c2cccc(Cl)c2)c1-c1cccs1
    -3	-6%	3.4%	-17%	1%	-5%	-23	49%[activator]	1%
Cc1ccc(C(=O)N/N=C/c2ccc(-c3cccc(Cl)c3)o2)cn1
    -2	0%	5.0%	-4%	-5%	-2%[57.1 µM]	-4	2%	?
NS(=O)(=O)c1ccc(N/C=C\C(=O)c2cccc3ccccc23)cc1
    3	6%	3.4%	-10%	2%	-12%	7	8%	-4%
CCCOc1ccc(CNC(=O)C(C)n2nc(C)n3c(cc4occc43)c2=O)cc1 (configuration not stated)
    -13	/	9.7%	-12%	/	4%	1	/	/
COc1ccc(C(=O)Nc2ccc3nc(SCC(=O)N(C)c4ccccc4)sc3c2)cc1
    -1	-6%	3.9%	?	-2%	18%	-1	14%	6%
CC(C)OC(=O)Nc1ccc2c(c1)N(C(=O)CCN1CCN(CCO)CC1)c1ccccc1CC2
    0	8%	-0.4%	-7%	9%	4%[57.1 µM]	-2	5%	2%
CCC1CCCCN1Cc1nc2c(c(=O)n(C)c(=O)n2C)n1CC(C)C (configuration not stated)
    3	-10%	2.5%	-16%	-5%	8%[57.1 µM]	-5	7%	0%
CCn1c(SCC(=O)O)nnc1-c1cccnc1
    -3	7%	-1.7%	-3%	0%	-8%[57.1 µM]	1	5%	2%
CN(C)c1ccc(/C=C2\C(Cl)=Cc3ccccc32)cc1
    3	/	/	/	0%	-8%	/	/	-8%
COc1ccc(NC(=O)CC2SC(N3CCOCC3)=NC2=O)c(OC)c1 (configuration not stated)
    -11	2%	1.2%	-18%	-4%	-11%	5	0%	0%
Cc1ccn2c(=O)cc(COc3ccc(NC(=O)COc4ccccc4)cc3)nc2c1
    -7	-12%	2.5%	-14%	-3%	7%[57.1 µM]	-1	-8%	1%
Cc1ccc(C)c(OCCC(=O)OCC(=O)NC(=O)NCc2ccccc2)c1
    -7	4%	2.6%	-9%	-3%	-6%	-8	-9%	-5%
COc1ccc(Cl)cc1NC(=O)CN1c2ccccc2CC1C (configuration not stated)
    4	-12%	1.5%	-10%	0%	2%[57.1 µM]	-11	1%	3%
O=C(NCCc1ccccc1)c1ccc2c(c1)S(=O)(=O)c1ccccc1C2=O
    -3	-7%	/	-13%	0%	8%	2	0%	-6%
CCOc1ccc(-n2c(Cc3cc(=O)[nH]c(=O)[nH]3)nnc2SCC(N)=O)cc1
    -1	-4%	0.2%	-16%	1%	1%	-2	3%	0%
COc1ccc(NC(=O)CSc2c(C)n[nH]c2C)cc1
    -5	-9%	1.0%	-4%	0%	8%	-4	7%	0%
